A549 tox = A549 cytotoxicity, counter-screen for Nrf2 inhibitors. 390,000 compounds, 0.16% hits. A549 ARE-Fluc cells, CellTiter-Fluor viability, 18-24 h. Potency, µM (titrated, usually from 46 µM), inactives show at the top dose activity change, negative = cytotoxicity, actives largely listed as inhibitors; also: % is scaled to controls: 0 for no effect and ±100 for the full control effect
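Cytotoxicity counterscreen: CellTiter-Fluor fluorescence was measured in A549 ARE_Fluc cells after 18-24 h of compound exposure in a concentration series. The subsequent BugLite luminescent read reports ARE-luciferase activity.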
EPAC2 antagonist = EPAC2 (human) antagonism. Potency, µM (highest dose often 114 µM), without a hit: top-dose activity, negative = inhibition, usual class: inhibitors. AID 720708. EPAC2 GEF exchange of Rap1B-BODIPY-GDP, fluorescence. 360,000 compounds, 0.18% hits; also: % is scaled to controls: 0 for no effect and ±100 for the full control effect; nearly all actives have a fitted effect of over 45% in size; many of its hits are not listed in these tables
Target sequence (Q8WZA2 whole entry, looked up): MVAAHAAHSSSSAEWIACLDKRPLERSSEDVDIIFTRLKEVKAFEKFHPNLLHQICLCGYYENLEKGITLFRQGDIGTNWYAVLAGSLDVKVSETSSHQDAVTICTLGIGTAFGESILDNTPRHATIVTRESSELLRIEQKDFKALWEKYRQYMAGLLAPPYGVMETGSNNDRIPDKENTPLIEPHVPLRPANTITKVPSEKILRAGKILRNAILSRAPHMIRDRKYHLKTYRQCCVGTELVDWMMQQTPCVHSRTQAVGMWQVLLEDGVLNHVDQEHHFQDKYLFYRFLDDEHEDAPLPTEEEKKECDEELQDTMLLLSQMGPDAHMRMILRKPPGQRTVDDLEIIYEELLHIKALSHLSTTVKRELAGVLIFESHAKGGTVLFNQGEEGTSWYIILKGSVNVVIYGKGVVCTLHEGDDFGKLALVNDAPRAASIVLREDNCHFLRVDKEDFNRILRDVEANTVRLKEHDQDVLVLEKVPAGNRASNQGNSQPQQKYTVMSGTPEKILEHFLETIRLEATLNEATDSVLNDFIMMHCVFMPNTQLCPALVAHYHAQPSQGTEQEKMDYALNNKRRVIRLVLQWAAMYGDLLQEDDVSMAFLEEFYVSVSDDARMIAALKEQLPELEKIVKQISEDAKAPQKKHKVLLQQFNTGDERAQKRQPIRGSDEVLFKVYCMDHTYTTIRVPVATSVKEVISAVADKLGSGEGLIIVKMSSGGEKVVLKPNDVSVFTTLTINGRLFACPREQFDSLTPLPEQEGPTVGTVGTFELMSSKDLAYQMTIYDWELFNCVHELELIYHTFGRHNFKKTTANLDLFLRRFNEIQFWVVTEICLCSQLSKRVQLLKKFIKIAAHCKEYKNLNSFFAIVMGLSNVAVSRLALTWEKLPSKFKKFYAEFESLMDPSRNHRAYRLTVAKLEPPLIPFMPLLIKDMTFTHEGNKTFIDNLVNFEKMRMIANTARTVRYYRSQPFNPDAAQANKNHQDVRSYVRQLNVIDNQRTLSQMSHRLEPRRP
HepG2 tox = kills HepG2 cells in TGF-b inhibitor counter-screen | HepG2 CAGA-GFP viability, ATP luminescence, 18 h | Potency, µM (series often up to 46.1 µM), for inactives: at the highest dose activity change, negative = cytotoxicity, actives largely listed as cytotoxic | 410,000 compounds, 0.76% hits; also: some results filed as inactive show a strong effect at the top dose
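HepG2 CAGA-GFP cells (1000/well, DMEM with 1% FBS) received compound, then TGF-beta at 500 pg/mL final, and were incubated 18 hours at 37 degrees C. Viability was read by CellTiter-Glo luminescence. Media-only wells were set as complete cell-killing and DMSO as no toxicity.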
Nrf2 ARE act = Nrf2 pathway activation. AREc32 ARE-luciferase reporter (MCF7-derived line), luminescence, 24 h. AID 624171. 410,000 compounds, 0.31% hits. Potency, µM (top dose mostly 46.1 µM), for the others: top-dose activation, most hits filed as activators; also: % of control where 0% means no effect; nearly all actives have a fitted effect of over 65% in size
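Luminescent ARE reporter assay in AREc32_Fluc cells: overnight plating at 37 deg C, 24 hr compound incubation, Steady-Glo added, 30 min RT before reading.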
TGFb inhibitor = blocks TGF-b signaling | HepG2 CAGA-GFP TGF-b/SMAD3 reporter, GFP fluorescence, 18 h; TGF-beta stimulated, 500 pg/mL final | Potency, µM (doses to about 46.1 µM), for inactives: at the highest dose activity, negative = inhibition, most hits filed as inhibitors | AID 588855 | 410,000 compounds, 1.2% hits; also: % is scaled to controls: 0 for no effect and ±100 for the full control effect; nearly all actives have a fitted effect of over 65% in size
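Per well, imaged GFP fluorescence of HEPG2 CAGA-GFP cells gives the signal; cells get compound, then TGF-beta (500 pg/mL final), 18 h at 37 degrees C; %Activity versus -TGF-beta and +DMSO controls.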
ATXN2 expr inh = ATXN2 expression inhibition; HEK-293 ATXN2-luciferase reporter, luminescence, 24 h; Potency, µM (doses to about 57 µM), for the others: top-dose activity change, negative = inhibition, actives largely listed as inhibitors; 360,000 compounds, 0.72% hits; AID 1745845; also: % is scaled to controls: 0 for no effect and ±100 for the full control effect; nearly all actives have a fitted effect of over 55% in size
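qHTS (up to 57 uM final) was run with 24 h compound exposure of reporter cells at 37 °C. Each well was multiplexed: SteadyGlo luminescence measured ATXN2-luciferase expression after a fluorogenic Gly-Phe-AFC viability readout (25 uM final).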
ATXN viability = cell viability loss in ATXN counter-screen; S2 cells (HEK-293 line with an ATXN2-luciferase reporter) viability, CellTiter-Fluor protease fluorescence, 24 h; Potency, µM (top dose mostly 56.7 µM), most hits filed as cytotoxic; 400,000 compounds, 0.49% hits; AID 651635; also: nearly all actives have a fitted effect of over 40% in size
Nrf2 block = blocks Nrf2 signaling; A549 ARE-Fluc reporter, luciferase luminescence, 18-24 h; Potency, µM (titrated, usually from 46 µM), for the others: top-dose activity change, negative = inhibition, usual class: inhibitors; 360,000 compounds, 2.1% hits; also: % is scaled to controls: 0 for no effect and ±100 for the full control effect; nearly all actives have a fitted effect of over 60% in size
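Two sequential reads on A549 ARE_Fluc cells exposed to compound for 18-24 h: a CellTiter-Fluor fluorescence read for viability, then a luciferase luminescence read for Nrf2/ARE activity.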
MCF10A rereplic = induces DNA re-replication in MCF 10a normal breast cells | MCF 10A DNA re-replication, Hoechst nuclear intensity, 48 h | Potency, µM (highest dose often 46.1 µM), for the others: top-dose activity, positive = re-replication, usual class: activators | 350,000 compounds, 2.9% hits | AID 624296; also: % of control where 0% means no effect; nearly all actives have a fitted effect of over 50% in size
Active calls of the source: *; i = inactive; ? = inconclusive; / = no result given; [ ] = dose if it differs, or a comment. Calls follow the shape of the dose curve; as a rule, active = well fitted curve in the direction sought with a large enough effect; inconclusive = small, poorly fitted or top-dose-only effect, or another doubt; inactive = no such curve, though single readings can be large; an effect the other way counts as inactive or inconclusive. Potency is read from the fitted curve at half-maximal effect. These rows are one share of the data (hit frequency here may not be typical).

SMILES	A549 tox	EPAC2 antagonist	HepG2 tox	Nrf2 ARE act	TGFb inhibitor	ATXN2 expr inh	ATXN viability	Nrf2 block	MCF10A rereplic
CCC(=O)Nc1c(-c2ccccc2)c(=O)c2ccccc2n1C	5%	1%	5%	0.1%	-3%	-22%	/	-7%	-2%
Cc1ccc(-c2nc(CS(=O)(=O)CC(=O)NC3CCCCCC3)c(C)o2)cc1	-1%	1%	-20%	0.3%	?	-22%	i	?	?
O=C(CSc1nc(=O)n2ccccc2n1)N1CCC(Cc2ccccc2)CC1	1%	6%	-24%	0.1%	-22%	?	?	-26%	13%
CC(C)c1nnc(NC(=O)C2CCCN2S(=O)(=O)c2ccc(Cl)cc2)s1 (stereo not drawn)	0%	-1%	-11%	-0.8%	-7%	-3%	i	4%	0%
N#C/C(C(=O)N1CCOCC1)=C1/SC(Cc2ccccc2)C(=O)N1c1ccccc1 (stereo not drawn)	-2%	-1%	-8%	-0.4%	2%	2%	i	-6%	0%
O=C(CCc1ccccc1Cl)Nc1cc2c(cc1C(=O)O)OCCCO2	2%	-5%	1%	0.2%	4%	/	?	7%	-10%
CCOc1ccc(NC(=S)NNC(=O)c2cc(Br)ccc2Cl)cc1	1%	2%	1%	5.5%	0%	-21%	i	17%	14%
COC(=O)c1ccccc1NS(=O)(=O)c1ccc(O)c(C(=O)O)c1	3%	-1%	1%	-0.5%	12%	4%	i	-2%	13%
CCc1ccccc1OCC(=O)NNCC(=O)Nc1cccc(C#N)c1	0%	-1%	-26%	0.3%	-21%	/	i	-29%	0%
Cc1nc2c(c3c1[nH]c1ccccc13)C(=O)CC(C)(C)C2	-7%	-36%	-5%	-0.1%	-3%	-23%	i	-20%	23µM*
O=C(NCc1cccc(Cl)c1)c1ccc(-c2ccc(F)c(F)c2)c2ccoc12	/	3%	-9%	-0.2%[9.22 µM]	-26%	-15%	i	/	/
CCC(C)N(C(=O)CSc1ccc(NC(C)=O)cc1)C1CCS(=O)(=O)C1 (stereo not drawn)	1%	-2%	0%	0.4%	11%	9%	i	-20%	7%
COC(=O)c1cccc(S(=O)(=O)N(Cc2ccco2)Cc2cc3cc(OC)ccc3[nH]c2=O)c1	-20%	-2%	-8%	6.6%	-5%	0%	i	-26%	?
C[C@@H]1Cc2[nH][nH]c(=O)c2[C@H](C)O1	/	10%	/	0.0%	/	7%	i	/	/
CC(C)(C)c1cc(/C=N/NC(=O)C[n+]2ccccc2)cc(C(C)(C)C)c1O	6%	5%	-15%	0.0%	-16%	-11%	i	?	-12%
CCN(CCC(=O)O)c1ccccc1	8%	0%	1%	0.3%	-16%	-5%	i	2%	-3%
COc1ccc(CCNC(=O)c2noc(C)c2[N+](=O)[O-])cc1OC	1%	18%	-2%	2.4%	-4%	-7%	i	-7%	0%
COc1ccc(C(C)(O)c2nc(-c3cncnc3)cs2)cc1 (stereo not drawn)	/	29%	-8%	0.1%	-10%	9%	i	/	/
O=C(CCCl)Nc1nnc(SCC(=O)NC2CCCC2)s1	-25%	8%	-154%	-2.5%	?	19%	i	?	18µM*
Cc1ccc(Cn2cc(S(=O)(=O)c3ccc(Cl)cc3)c(=O)c3cc4c(cc32)OCO4)cc1	1%	/	-6%	0.3%	-10%	-9%	i	5%	/
CCCCCCCCC[n+]1cccc2c3ccccc3ccc21	?	-1%	16µM*	6.2%	1.8µM*	2.2µM*	i	9.2µM*	?
CC(=O)c1cc(O)c2ccccc2c1O	-14%	-5%	-97%	20%	?	/	?	?	?
O=S1(=O)CCC(NC(=S)NC2CCS(=O)(=O)C2)C1 (stereo not drawn)	1%	6%	27%	-0.8%	-3%	-22%	i	3%	-1%
O=C(c1ccc2c(=O)n3c(nc2c1)CCCCC3)N1CCN(c2cccc(Cl)c2)CC1	3%	-11%	-18%	5.7%	-2%	-12%	i	-13%	16%

The last 2 entries of the section before open the next one.
SMILES	A549 tox	EPAC2 antagonist	HepG2 tox	Nrf2 ARE act	TGFb inhibitor	ATXN2 expr inh	ATXN viability	Nrf2 block	MCF10A rereplic
O=S1(=O)CCC(NC(=S)NC2CCS(=O)(=O)C2)C1 (stereo not drawn)	1%	6%	27%	-0.8%	-3%	-22%	i	3%	-1%
O=C(c1ccc2c(=O)n3c(nc2c1)CCCCC3)N1CCN(c2cccc(Cl)c2)CC1	3%	-11%	-18%	5.7%	-2%	-12%	i	-13%	16%
CSc1ccc(CN(C)C(=O)CCNS(=O)(=O)c2ccc(C)c(C)c2)cc1	1%	-1%	3%	-0.1%	-5%	-1%	i	15%	3%
CCCn1c(SCC(=O)NC(C)C23CC4CC(CC(C4)C2)C3)n[nH]c1=O (stereo not drawn)	10%	12%	-2%	-0.5%	4%	1%	i	/	0%
O=C(Nc1ccccc1C(=O)NCC1CCCO1)c1ccc(Cl)cc1 (stereo not drawn)	-3%	2%	-19%	0.1%	2%	-5%	?	11%	-8%
Cc1nn(C)cc1C(C(=O)NC1CCCCC1)N(CCc1ccccc1)C(=O)c1cnccn1 (stereo not drawn)	3%	3%	2%	-0.4%	24%	?	?	?	0%
Cc1nnc(N2C(=O)C(O)=C(C(=O)c3ccco3)C2c2ccc(C(C)C)cc2)s1 (stereo not drawn)	-11%	2%	-17%	-0.2%	-1%	8%	i	4%	7%
NS(=O)(=O)c1ccc(NC(=S)N2CCC(Cc3ccccc3)CC2)cc1	2%	-9%	-16%	-1.1%	-20%	-17%	i	-11%	-1%
O=C(CCC1CCCCC1)Nc1ccccc1C(=O)N1CCOCC1	13%	4%	10%	0.4%	-20%	-26%	i	8%	?
CCOC(=O)N1CCC(NC(=O)c2ccc(Cl)cc2)CC1	4%	0%	67%	2.1%	38%[activator]	/	?	8%	-1%
COC(=O)C1CCN(C(=O)COC(=O)CSc2ccc(C(N)=O)cc2[N+](=O)[O-])CC1	-4%	13%	-7%	-0.5%	3%	2%	i	-10%	2%
CC(C)CNC(=O)CSc1ccc(S(=O)(=O)N2CCN(C)CC2)cn1	1%	5%	-17%	-0.5%	1%	-7%	i	11%	3%
Cc1ccc(N2C(=O)CC(N3CCN(c4ccc(F)cc4)CC3)C2=O)c(C)c1 (stereo not drawn)	1%	8%	-4%	0.7%	-8%	2%	i	-22%	-21%
COc1ccc(C(NC(=O)C2CCN(CCOc3ccc(Cl)cc3Cl)CC2)c2cccs2)cc1 (stereo not drawn)	/	6%	5µM*	6.6%[9.22 µM]	4.5µM*	-24%	?	/	/

Three compounds from above, arranged by their value in EPAC2 antagonist, largest number first:
| Compound | EPAC2 antagonist | Nrf2 ARE act | TGFb inhibitor |
| --- | --- | --- | --- |
| Cc1ccc(N2C(=O)CC(N3CCN(c4ccc(F)cc4)CC3)C2=O)c(C)c1 (stereo not drawn) | 8% | 0.7% | -8% |
| O=C(Nc1ccccc1C(=O)NCC1CCCO1)c1ccc(Cl)cc1 (stereo not drawn) | 2% | 0.1% | 2% |
| CSc1ccc(CN(C)C(=O)CCNS(=O)(=O)c2ccc(C)c(C)c2)cc1 | -1% | -0.1% | -5% |

New compounds follow:
SMILES	A549 tox	EPAC2 antagonist	HepG2 tox	Nrf2 ARE act	TGFb inhibitor	ATXN2 expr inh	ATXN viability	Nrf2 block	MCF10A rereplic
O=C(COc1cccc(Br)c1)N/N=C1\CCSC1	-10%	-4%	-24%	2.5%	-5%	-5%	i	10%	-3%
Cc1oc2c(c1C(=O)Nc1cccc3ccccc13)CCCC2	0%	14%	3%	12%	0%	-4%	i	-11%	?
CCOc1ccccc1C=C1SC(=S)N(CC)C1=O	1%	0%	5%	6.2%	12%	5%	?	6%	2%
Cc1ccc(C)c(OCc2nnc(NC(=O)c3ccco3)s2)c1	-8%	5%	-6%	25%	0%	-13%	?	-14%	12%
O=C(O)Cn1nc(N2CCN(c3ccccc3)CC2)ccc1=O	1%	/	-2%	-0.5%	-6%	1%	i	1%	/
CCOC(=O)C(C)Oc1ccc2c(CC)cc(=O)oc2c1C (stereo not drawn)	4%	-4%	9%	-0.3%	0%	-4%	i	/	-1%
Cc1cc(C)cc(C(O)c2ncc(-c3ccc(F)cc3)[nH]2)c1 (stereo not drawn)	/	1%	-21%	0.3%	-1%	0%	i	/	/
Cc1ccc(NC(=O)Cn2c(-c3ccc4c(c3)OCO4)cn(-c3ccccc3)c2=O)cc1C	-5%	/	-1%	0.8%	-7%	34%	i	17%	/
Cn1c(CCNC(=O)c2ccccc2F)nnc1SCC(=O)Nc1ccccc1F	0%	3%	-7%	0.5%	-13%	-4%[2.22 µM]	i	-1%	-1%
CC(C)c1nn2c(=O)cc(COC(=O)c3cccc(NC(=O)c4cccs4)c3)nc2s1	1%	/	-26%	6.5%	3%	/	/	/	/
N#C/C(=C\c1c(N2CCC(C(N)=O)CC2)nc2ccccn2c1=O)C(=O)NCc1ccco1	-22%	-2%	23%	-0.7%	21%	2%	i	0%	-5%
CCCCCCOC(=O)Cc1c(C)nc(-c2ccccc2)[nH]c1=O	0%	2%	-1%	-0.2%	0%	-3%	i	3%	0%
COc1cccc(-c2nn(-c3ccccc3)cc2CN(C)Cc2ccno2)c1	-5%	2%	3%	3.3%	-8%	/	i	-9%	-7%
CCOc1ccccc1Nc1nc(-c2cccc(Cl)c2)c2c(n1)-c1ccccc1OC2	-9%	/	0%	0.2%	-14%	4%	i	?	/
Cc1ccc(/C=N/NC(=O)c2ccccc2OCc2ccc(F)cc2)o1	-14%	-3%	-41%	1.7%	-16%	-6%	i	?	6%
Cc1ccc(C(=O)COC(=O)CNC(=O)c2ccccc2)s1	10%	2%	-4%	0.6%	-4%	/	i	6%	-1%
COc1cccc2c1Oc1ncccc1N(C(=O)CCC(=O)NCc1ccccc1F)C2	-10%	-9%	-3%	0.5%	0%	/	i	-12%	0%
O=[N+]([O-])c1ccc(-c2ccc(/C=N/c3c(-c4ccco4)nc4ccccn34)o2)cc1	15%	5%	-35%	3.1%	10%	-24%	i	23%	7%
COc1ccc(N=Nc2nc3cc(Br)c(Br)cc3n2C)c(OC)c1	-16%	4%	-1%	7.5%	36%[activator]	25%	i	-17%	15%
O=C1c2ccccc2C(=O)N1CCCCSc1nnc(-c2ccc(OC(F)F)cc2)o1	-7%	-1%	-40%	-0.7%	7%	-8%	i	?	16%
COc1cccc(CSc2nnc(-c3ccncc3)n2C)c1	-3%	4%	-9%	0.5%	11%	7%	i	-5%	-2%
CCOc1ccc(OCCC(=O)N(CC)CC(=O)Nc2ccccc2OC)cc1	-4%	0%	0%	0.2%	-1%	-32%	i	5%	-9%

Assay outcomes: PubChem, National Center for Advancing Translational Sciences (NCATS)
